# Compound activity deposited in PubChem BioAssay by Sanford-Burnham Center for Chemical Genomics.
# hIAP act: human IAP activation. AID 2524. P09923. hit rate 0.16% among 330,000. activation factor at 10 µM. purified human IAP, CDP-Star luminescence, 30 min; hits give high values; 1 = vehicle-only enzyme, 0 = enzyme-free background;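 active = activation factor of the enzyme at least 2-fold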; note: the source names both 10 and 20 µM as test concentration; values of inactives mirror those of a sister screen read the other way
# PfG6PD inh: PfG6PD (Plasmodium falciparum) enzyme inhibition. PfGluPho enzyme, NADPH resazurin-diaphorase fluorescence. hit rate 0.78% among 350,000. AID 504690. inhibition, % at 20 µM;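 active = inhibition reaching at least a set limit at 20 µM in the primary screen, cut at about 59% in these data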;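 note: 0% = DMSO wells with substrate and 100% = DMSO wells lacking glucose-6-phosphate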
# APOBEC3A inh: human APOBEC3A DNA deaminase inhibition | AID 493011 | inhibition, % at 20 µM | hit rate 0.41% among 330,000 | recombinant A3A, FAM/TAMRA ssDNA deamination fluorescence | P31941;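 active = at least 40% inhibition at 20 µM here, with at most 30% in a related deaminase screen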;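 note: plate controls were A3A with DMSO for no effect and wells lacking A3A enzyme for full effect; some results filed as inactive read as strong as hits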
# Target sequence (P31941 whole entry, looked up): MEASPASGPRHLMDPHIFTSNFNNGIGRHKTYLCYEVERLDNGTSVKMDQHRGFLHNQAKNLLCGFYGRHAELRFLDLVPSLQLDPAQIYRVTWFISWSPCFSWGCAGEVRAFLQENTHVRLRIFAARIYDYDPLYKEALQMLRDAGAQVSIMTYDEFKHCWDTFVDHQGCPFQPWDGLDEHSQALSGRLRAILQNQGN
# HKDC1 inh: blocks human hexokinase HKDC1 activity | recombinant HKDC1, G6PDH/diaphorase resazurin coupled fluorescence | hit rate 0.16% among 340,000 | inhibition, % at 20 µM | Q2TB90;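 active = inhibition above about 35% when tested at 20 µM, limit read from the data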;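 note: plate controls were DMSO wells with enzyme for no effect and DMSO wells lacking enzyme for full effect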
#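 test system = in-house recombinant HK5 (HKDC1) enzyme | amount = HKDC1 at 5 µg/mL | control set = DMSO-enzyme wells negative, buffer-substituted wells positive | compound = one dose of 20 µM, 1% DMSO | schedule = reaction time 90 min, room temperature, protected from light | technique = resorufin fluorescence at 613 nm | reagent = glucose with 1 mM ATP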
# ATG4B inh: ATG4B (human) cysteine protease inhibition; inhibition, % at 8.33 µM; ATG4B cleavage of LC3-PLA2, NBD-HPC fluorescence, 1 h; hit rate 0.51% among 340,000; AID 504462; in the data active = inhibition above about 40%
# Target sequence (Q9Y4P1 whole entry, looked up): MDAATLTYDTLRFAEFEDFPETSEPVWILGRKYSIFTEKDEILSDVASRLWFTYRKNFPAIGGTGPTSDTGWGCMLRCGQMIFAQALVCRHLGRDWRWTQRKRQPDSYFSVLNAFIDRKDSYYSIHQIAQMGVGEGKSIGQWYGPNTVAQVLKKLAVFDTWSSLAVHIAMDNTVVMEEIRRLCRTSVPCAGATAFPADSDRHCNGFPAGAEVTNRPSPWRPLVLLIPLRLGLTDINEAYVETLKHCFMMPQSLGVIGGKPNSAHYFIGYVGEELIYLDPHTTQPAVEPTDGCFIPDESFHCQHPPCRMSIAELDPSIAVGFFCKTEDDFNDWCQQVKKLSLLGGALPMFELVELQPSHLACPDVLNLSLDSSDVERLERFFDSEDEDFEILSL
# hIAP block: blocks human intestinal alkaline phosphatase; P09923; purified IAP, CDP-Star luminescence, 30 min; inhibition, % at 10 µM; hit rate 0.12% among 330,000; AID 2544;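 active = inhibition reaching a set limit with compound at 10 µM in the primary screen, cut at about 35% in these data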;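 note: plate controls were DMSO wells with enzyme for no effect and no-enzyme buffer wells for full effect; values of inactives mirror those of a sister screen read the other way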
# mIAP act: increases mouse intestinal alkaline phosphatase activity. AID 2805. hit rate 0.24% among 330,000. activation factor at 10 µM. muIAP, CDP-Star luminescence, 30 min; hits give high values; 1 = vehicle-only enzyme signal, 0 = enzyme-free wells;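 active = activation factor of at least 2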; note: the source names both 10 and 20 µM as test concentration; values of inactives mirror those of a sister screen read the other way
#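 Assay system: mouse IAP enzyme; reagent: chemiluminescent substrate CDP-Star; dosing: test compounds delivered from DMSO solution; schedule: 30 min at room temperature; measured by: luminescence from enzymatic CDP-Star hydrolysis; controls: DMSO-only wells and no-enzyme negative control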
# mIAP inh: mouse IAP inhibition; purified mouse IAP, CDP-Star luminescence, 30 min; inhibition, % at 10 µM; hit rate 0.2% among 330,000; AID 2806;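 active = inhibition of at least 40% at 10 µM in the primary screen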;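 note: plate controls were DMSO with enzyme for no effect and no enzyme wells for full effect; values of inactives mirror those of a sister screen read the other way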
# * hit, by the source's call.
hIAP act	PfG6PD inh	mol	APOBEC3A inh	HKDC1 inh	ATG4B inh	hIAP block	mIAP act	mIAP inh
1.1	-2	COc1ccc2[nH]c(O)c(N=NC(=O)Cc3cccs3)c2c1	6	6	-5	-7	0.8	20
1.2	-2	CCCNC(=S)Nc1ccc(Nc2ccccc2)cc1	0	0	-8	-23	0.99	1
0.82	-11	COc1ccc(OC)c(Nc2nc(NCCCN(C)C)nc(N)c2[N+](=O)[O-])c1	17	-3	-1	18	0.92	8
1.2	-7	COCCCNC(=O)c1c(N)n(-c2ccc(S(N)(=O)=O)cc2)c2nc3ccccc3nc12	9	7	-12	-19	0.96	4
1.4	-24	CCCn1c2c(c(O)c(C(=O)Nc3ncccc3O)c1=O)CCCC2	-10	-5	-3	-37	1	0
0.93	-6	CCOc1ccc(C(=O)Nn2cnnc2)cc1OCC	-3	-6	-14	7	0.88	12
1	8	CCOC(=O)C1CCN(C(=O)c2cc3c(=O)n4cccc(C)c4nc3s2)CC1	1	-5	-20	-4	1.1	-5
1	-12	O=C(O)CC1Sc2nnc(COc3ccc(Cl)cc3)n2N=C1c1ccccc1 (configuration not stated)	3	9	-8	-3	0.97	2
1.1	18	CSc1nc(C)c2c(n1)N(c1ccc(F)cc1)CC2	15	-2	-5	-13	1.1	-11
1	-6	O=C(CSc1ccccc1)NCCc1ccccc1	0	-3	-2	-1	0.94	6
1.1	29	O=C(N/N=C/c1ccc(-c2ccccc2[N+](=O)[O-])o1)c1cccnc1	2	13	-7	-10	0.74	26
1.1	-3	O=C(COC(=O)/C=C/c1ccccc1Cl)NC(=O)Cc1ccccc1	-3	-1	4	-6	1.1	-6
0.97	-20	O=C(COC(=O)c1cccs1)Nc1nc(-c2ccccc2)cs1	21	-7	4	3	0.94	6
1.3	34	Nc1nnnn1CC(=O)N/N=C/c1cc([N+](=O)[O-])ccc1O	-3	-13	-3	-30	0.91	9
0.96	4	Cc1csc2ncc(C(=O)Nc3ccc(C(F)(F)F)cc3)c(=O)n12	0	-9	0	4	1	-5
1.1	-6	Cc1oc(-c2ccccc2F)nc1CS(=O)(=O)CC(=O)NCCCc1ccccc1	0	-3	-10	-14	1	-3
0.89	-14	Cc1ccc(C(=O)NC(=C(Cl)Cl)S(=O)(=O)c2ccc(Cl)cc2)cc1	0	15	4	11	0.89	11
1.1	10	COc1cccc(-n2cnc3sc(C)cc3c2=O)c1	0	-5	-6	-7	0.92	8
1.1	-18	CCOC(=O)CN(C(=O)CSc1nnnn1C)c1ccccc1	1	10	1	-12	1	-4
0.8	-8	CCOC(=O)CN1C(=O)C(O)(CC(=O)c2ccccn2)c2ccccc21 (configuration not stated)	-1	1	-7	20	1	-2
1	-1	COc1ccc(OCC(=O)Nc2ccc(N3CCOCC3)cc2)c([N+](=O)[O-])c1	-1	-5	-10	-3	0.93	7
0.85	9	Cc1ccc(NC(c2ccccc2)c2nc3ccccc3[nH]c2=O)cc1 (configuration not stated)	2	-2	2	15	0.97	3
0.92	1	O=C1/C(=C\c2ccsc2)N2CCC1CC2	2	-7	-1	8	0.97	3
0.9	-2	CCOC(=O)c1cc(C#N)c(SCC(=O)O)[nH]c1=O	4	0	-2	10	0.95	5
1.1	-4	CC(=O)c1ccc(NC(=O)C2CCCN(S(=O)(=O)c3ccc(-n4cnnn4)cc3)C2)cc1 (configuration not stated)	-3	5	-7	-6	0.94	6
1.1	3	c1ccc(C2CN3CCSC3=N2)cc1 (configuration not stated)	-4	-2	-1	-11	0.98	2
0.83	3	CCn1c(SCC(=O)NCc2ccco2)nc2ccccc2c1=O	6	-7	-4	17	0.97	2
1.1	9	Cc1ccc2nc3c(c(C(=O)O)c2c1)CCC3	20	-3	-2	-10	1	-3
1.3	14	O=C(CSCc1ccccc1Cl)Nc1c[nH]c(=O)[nH]c1=O	-1	-5	1	-26	0.92	8
1.1	6	CCC(C(=O)Nc1ccc(OC)c(Cl)c1)c1ccccc1 (configuration not stated)	6	-6	0	-11	0.93	7
1.2	-1	CS(=O)(=O)N1CCC(Oc2cccc(C(=O)NCCCOc3cccnc3)c2)CC1	-8	-9	0	-21	0.96	4
1	0	O=C(COC(=O)c1cc(=O)[nH]c2ccccc12)NCc1ccccc1Cl	-1	-3	10	0	1.2	-23
1	77*	CCCOc1cc(NCc2ccccc2)c2ncn(C(C)C)c2c1	-7	14	14	-2	0.83	17
0.97	-2	COc1nc2ccccc2c(=O)n1OCC(C)C	-4	-11	-1	2	0.97	3
0.77	7	COc1cc(C2CC(=O)N(c3ccc(C)cc3)C(=O)C2)cc(OC)c1OC	1	-2	-2	23	0.98	2
1.3	0	CCOc1ncccc1C(=O)Nc1ccc(Cl)cc1	0	1	5	-26	1	-2
0.95	-5	Cc1cc(C)n2nc[n+](C)c2n1	53*	1	-8	5	1.1	-5
1.2	3	Cc1ccc(S(=O)(=O)Nc2cc(NC(=O)CN3CCOCC3)ccc2Cl)cc1	-6	-2	-10	-16	1.1	-6
0.86	13	CCCC1(c2ccccc2)NC(=O)N(CC(=O)c2[nH]c(C)c(C(=O)OCC)c2C)C1=O (configuration not stated)	2	-1	-19	14	1.1	-14
0.99	6	CNC(=O)/C(C#N)=C/c1c(N2CCN(C)CC2)nc2c(C)cccn2c1=O	-2	-5	-4	1	1	0
1	17	COC(=O)c1cc(NC(=O)c2cc(-c3ccc(C(F)(F)F)cc3)oc2C(F)(F)F)ccc1N1CCOCC1	1	-3	-1	-1	0.97	3
0.83	-8	O=C(Nc1cc(Cl)cc(Cl)c1)c1coc(=O)c(Br)c1	18	3	0	17	0.79	21
0.99	-17	O=C(COC(=O)CNC(=O)C1CCCCC1)Nc1ccc2c(c1)OCCO2	-11	0	-2	1	0.99	1
0.92	-1	Cc1ccccc1CNS(=O)(=O)c1c(C)[nH]c(C)c1C(=O)N1CCCCC1	-1	-2	17	8	0.98	2
1.3	-27	CC(=O)Nc1ccc(S(=O)(=O)N(C2=NCC(C)S2)c2ccccc2)cc1 (configuration not stated)	-1	3	-1	-27	1.1	-6
0.97	-1	O=C(COC(=O)c1cccs1)Nc1cccc(S(=O)(=O)NC2=NCCCCC2)c1	4	-9	-3	3	1	0
0.94	-6	CCOC(=O)c1c(NC(=O)COC(=O)c2c(C)noc2C)sc2c1CCC2	-3	5	-1	6	1	-5
1	-34	O=C(OCc1cccs1)c1ccccc1NS(=O)(=O)c1ccc2c(c1)OCCO2	-11	0	3	-3	1	-3
1	-4	Cc1cc(C)c(OCC(=O)N2CC=C(c3ccccc3)CC2)c(C)c1	-4	2	-4	0	1	-4
1.1	12	CC(Oc1ccc2c3c(c(=O)oc2c1)CCCC3)C(=O)NCCN1CCOCC1 (configuration not stated)	-4	-5	-5	-11	0.95	5
1.2	1	COc1ccc(Cl)cc1S(=O)(=O)N1CCC(C(=O)NC2CC2)CC1	1	-4	3	-20	0.99	1
0.8	5	Cc1ccc(C(=O)OCC(=O)Nc2sc3c(c2C#N)CCC3)cc1	-1	-8	-8	20	0.97	3
0.97	-11	CCC(C)(C)NC(=O)CN(Cc1ccc2c(c1)OCO2)C(=O)CCC(=O)Nc1cc(C)ccn1	-1	1	5	3	0.93	7
1	0	COc1ccc(-n2nnnc2SCC(=O)NC(=O)Nc2ccc3c(c2)OCCO3)cc1	3	1	-12	0	1	-4
1	6	Cn1nc(C(F)(F)F)c(C#N)c1N1CCN(c2ccccn2)CC1	-5	-5	1	-5	1	-4
0.93	-15	O=C(CSc1nc(-c2ccccc2)cc(=O)[nH]1)N1CCOCC1	-3	3	16	7	1.1	-8
1.1	-8	CCCn1c(=O)c2ccccc2n2c(SCC(=O)N3CCc4ccccc4C3)nnc12	1	2	6	-8	0.95	5
1	40	CCN(C(=O)COC(=O)/C=C/c1ccc(C)o1)c1c(N)n(Cc2ccccc2)c(=O)[nH]c1=O	3	-3	-4	-2	0.93	7
1.2	1	Clc1ccccc1COc1ccccc1-c1nnco1	-7	12	-7	-21	0.95	5
0.89	1	COc1cccc(NC(=O)CCC(=O)Nc2cccc(OC)c2)c1	0	-8	-13	11	0.86	14

# Next section
hIAP act	PfG6PD inh	mol	APOBEC3A inh	HKDC1 inh	ATG4B inh	hIAP block	mIAP act	mIAP inh
1	-11	CSCCC(NC(=O)c1cc([N+](=O)[O-])ccc1Cl)C(=O)O (configuration not stated)	-2	-5	-1	-4	0.97	3
0.93	9	O=C(NCc1ccco1)C1CCCN(S(=O)(=O)c2ccc(-n3cnnn3)cc2)C1 (configuration not stated)	0	0	-8	8	1	-4
1.1	-2	COc1cccc2c(=O)c(C(=O)O)c[nH]c12	-2	5	2	-11	1.1	-6
0.99	-29	O=c1c(O)c(-c2cccs2)oc2ccc(Cl)cc12	-25	-8	-8	0	0.95	5
0.79	-21	CCc1nnc(N2C(=O)c3ccc(Oc4ccc([N+](=O)[O-])cc4)cc3C2=O)s1	2	8	12	21	0.92	8
0.91	1	COc1ccccc1CCNC(=O)c1nccnc1C(=O)O	-3	-2	-2	9	0.98	2
0.85	-2	Cc1noc(C)c1-c1nc(CS(=O)(=O)c2ccccc2)no1	-3	-5	8	15	0.98	2
1.1	-16	COc1ccc(NS(=O)(=O)c2ccc(S(=O)(=O)N3CCCC3)cc2)cc1	3	-4	9	-8	1.1	-6
1	-7	CCOC(=O)CSc1nc2ccccc2c(=O)n1Cc1ccco1	-4	-5	5	-1	0.97	3
0.87	-4	CN(CC(=O)NCc1ccc(Cl)cc1)S(=O)(=O)c1cccc2nsnc12	-2	0	11	13	1.1	-12
0.97	1	CN(C)Cc1c(C(=O)N/N=C/c2cccs2)nnn1-c1nonc1N	-2	0	1	3	1	-4
1.1	-6	O=C(CCCn1c(=S)[nH]c2ccccc2c1=O)NC1CCCCC1	0	-4	-8	-11	1	-1
1.2	-10	O=C(COC(=O)Cn1cc(C(F)(F)F)ccc1=O)Nc1ccc(Br)cc1F	8	-2	5	-18	1	0
0.91	-11	CCOC(=O)N1CCC(NC(=O)C(NS(=O)(=O)c2ccc3c(c2)CCN3C(C)=O)C(C)C)CC1 (configuration not stated)	0	-5	-11	9	0.95	5
1	5	O=c1c2ccccc2nc2n1CCCCN2	-1	-3	-10	-1	1	-2
0.72	-13	N=C1/C(=C\c2ccc(-c3cccc(C(=O)O)c3)o2)C(=O)N=C2SC=C(c3ccccc3)N12	9	13	20	28	0.6	40
0.86	15	O=S(=O)(c1cccc(-c2cn3cccnc3n2)c1)N1CCCCCC1	1	0	-2	14	0.96	4
1.1	-12	COc1cc(CC(=O)OCC(=O)Nc2ccc(N3CCOCC3)cc2)cc(OC)c1OC	-2	-6	-17	-13	1.1	-14
0.92	1	Cc1ccc(Cl)cc1N1CCN(C(=O)c2noc(C(C)C)c2[N+](=O)[O-])CC1	0	-3	-7	8	0.93	7
1.2	14	CCc1c(C(=O)Nc2ccc(OC)c(Cl)c2)[nH]c(C)c1C(C)=O	1	-8	-4	-15	1.3	-32

# An excerpt from further up, as a working copy:
hIAP act	PfG6PD inh	mol	APOBEC3A inh	HKDC1 inh	ATG4B inh	hIAP block	mIAP act	mIAP inh
0.91	-11	CCOC(=O)N1CCC(NC(=O)C(NS(=O)(=O)c2ccc3c(c2)CCN3C(C)=O)C(C)C)CC1 (configuration not stated)	0	-5	-11	9	0.95	5
1	5	O=c1c2ccccc2nc2n1CCCCN2	-1	-3	-10	-1	1	-2
0.72	-13	N=C1/C(=C\c2ccc(-c3cccc(C(=O)O)c3)o2)C(=O)N=C2SC=C(c3ccccc3)N12	9	13	20	28	0.6	40
0.86	15	O=S(=O)(c1cccc(-c2cn3cccnc3n2)c1)N1CCCCCC1	1	0	-2	14	0.96	4
